Screening data as filed in PubChem BioAssay.
GSTO1 counter: blocks human GSTO1 in RBBP9 counter-screen. recombinant GSTO1, activity-based probe fluorescence polarization. P78417. inhibition, % at 5.96 µM. 1.1% of 300,000 active;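 active means inhibition above the campaign mean inhibition plus 3 SD, cut at about 35% in these data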;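 further: 0% = GSTO1-1 with DMSO and 100% = wells lacking GSTO1-1 enzyme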
Target sequence (P78417 whole entry, looked up): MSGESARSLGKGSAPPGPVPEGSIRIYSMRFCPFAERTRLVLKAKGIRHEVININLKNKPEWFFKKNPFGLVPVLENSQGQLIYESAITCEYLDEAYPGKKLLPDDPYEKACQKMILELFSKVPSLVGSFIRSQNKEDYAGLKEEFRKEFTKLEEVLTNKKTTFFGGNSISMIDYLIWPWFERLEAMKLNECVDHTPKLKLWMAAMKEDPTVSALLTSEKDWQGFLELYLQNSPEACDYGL
PAFAH1B3 FP inh: PAFAH1B3 (human) inhibition | recombinant PAFAH1B3, FP-rhodamine probe, fluorescence polarization | Q15102 | inhibition, % at 3.39 µM | 0.28% of 340,000 active;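 active means inhibition above the screen-wide average of all tested compounds plus 3 SD, cut at about 25% in these data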;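 further: 0% = enzyme with DMSO only and 100% = wells lacking PAFAH1B3 protein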
Target sequence (Q15102 whole entry, looked up): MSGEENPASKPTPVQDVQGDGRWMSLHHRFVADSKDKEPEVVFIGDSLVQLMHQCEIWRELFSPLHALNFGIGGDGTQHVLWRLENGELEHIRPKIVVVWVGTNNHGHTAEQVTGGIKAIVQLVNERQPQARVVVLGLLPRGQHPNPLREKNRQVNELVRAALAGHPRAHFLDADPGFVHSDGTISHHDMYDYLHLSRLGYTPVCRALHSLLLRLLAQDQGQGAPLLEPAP
pPAFAH FP inh: inhibitors of human plasma PAF acetylhydrolase (pPAFAH); Q13093; recombinant pPAFAH, FP-rhodamine probe fluorescence polarization; inhibition, % at 3.39 µM; 1.5% of 330,000 active; AID 463082;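 active means inhibition above the mean inhibition across the screen plus 3 SD, cut at about 25% in these data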;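 further: inhibitors block binding of the rhodamine activity-based probe so polarization drops; 0% = enzyme with DMSO and 100% = wells lacking pPAFAH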
LYPLA1 counter: LYPLA1 (human) inhibition in PME1 counter-screen | recombinant LYPLA1, FP-Rh probe fluorescence polarization | inhibition, % at 5.9 µM | 0.16% of 320,000 active | O75608;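 active means inhibition above the mean of all tested compounds plus 3 SD, set per campaign, cut at about 14% in these data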;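 further: inhibitors block serine hydrolase probe labeling of LYPLA1 so polarization falls; 0% = enzyme with DMSO and 100% = wells lacking LYPLA1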
PME-1 inh: blocks human protein phosphatase methylesterase 1; 0.53% of 320,000 active; Q9Y570; AID 2130; recombinant PME-1, FP-Rh probe fluorescence polarization; inhibition, % at 5.9 µM;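 active means inhibition above the campaign mean of all compounds plus 3 SD, cut at about 26% in these data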;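 further: competitive labeling of PME-1 active site by serine hydrolase directed probe; 0% = PME-1 with DMSO and 100% = wells lacking PME-1 enzyme; inhibitors block probe labeling so polarization falls and inhibition rises; many of its hits are not listed in these tables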
Target sequence (Q9Y570 whole entry, looked up): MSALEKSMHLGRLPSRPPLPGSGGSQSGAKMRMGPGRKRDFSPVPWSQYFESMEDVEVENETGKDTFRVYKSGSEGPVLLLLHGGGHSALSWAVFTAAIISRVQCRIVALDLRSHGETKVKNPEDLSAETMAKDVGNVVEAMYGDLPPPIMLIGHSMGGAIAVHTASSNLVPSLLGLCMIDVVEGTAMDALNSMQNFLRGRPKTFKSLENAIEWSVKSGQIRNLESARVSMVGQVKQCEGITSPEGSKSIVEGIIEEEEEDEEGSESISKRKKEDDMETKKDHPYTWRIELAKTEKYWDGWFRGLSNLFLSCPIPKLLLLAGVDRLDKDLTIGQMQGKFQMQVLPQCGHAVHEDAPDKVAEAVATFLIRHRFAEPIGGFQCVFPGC
LYPLA2 inh: counter-screen for PME1 inhibitors: inhibitors of human LYPLA2; inhibition, % at 5.9 µM; AID 2177; recombinant LYPLA2, FP-Rh probe fluorescence polarization; 0.38% of 320,000 active;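 active means inhibition above the screen-wide mean plus 3 SD, limit set per campaign, cut at about 26% in these data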;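 further: 0% = LYPLA2 with DMSO and 100% = wells lacking LYPLA2 enzyme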
PAFAH2 inh: inhibitors of human PAFAH2; Q99487; recombinant PAFAH2, FP-rhodamine activity probe, fluorescence polarization; inhibition, % at 3.39 µM; 0.99% of 340,000 active; AID 492956;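 active means inhibition above the mean over all tested compounds plus 3 SD, cut at about 30% in these data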;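 further: inhibitors block probe labeling of enzyme so polarization drops; 0% = enzyme with DMSO and 100% = wells lacking PAFAH2 protein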
PAD4 FP inh: PAD4 (human) enzyme inhibition. Q9UM07. recombinant PAD4, RCA probe fluorescence polarization. inhibition, % at 6.36 µM. 0.41% of 330,000 active;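 active means percent inhibition above a cutoff equal to the mean of all tested compounds plus 3 SD, cut at about 15% in these data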;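 further: 0% = PAD4 with RCA probe and DMSO and 100% = probe without PAD4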
PAFAH1B2 FP inh: blocks human PAF acetylhydrolase 1b catalytic subunit 2; AID 492953; P68402; 1.2% of 340,000 active; recombinant PAFAH1B2, FP-rhodamine activity probe, fluorescence polarization; inhibition, % at 3.39 µM;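 active means inhibition above the mean of all tested compounds plus 3 SD, cut at about 24% in these data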;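 further: 0% = enzyme with DMSO and 100% = wells lacking PAFAH1B2; many of its hits are not listed in these tables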
* hit, by the source's call; / = no result given.

SMILES	GSTO1 counter	PAFAH1B3 FP inh	pPAFAH FP inh	LYPLA1 counter	PME-1 inh	LYPLA2 inh	PAFAH2 inh	PAD4 FP inh	PAFAH1B2 FP inh
COc1ccc(C(=O)NCCN2CCCC2)cc1[N+](=O)[O-]	-1	10	3	2	-1	2	6	-1	5
CCOc1ccc(CCNC(=O)c2cc(C)nc3ccccc23)cc1OCC	3	5	4	0	7	2	6	0	-1
Cc1ccc(CSCCNC(=O)c2cccc([N+](=O)[O-])c2)cc1	0	2	6	-1	6	1	-2	-1	12
Cc1cc(=O)oc2cc(OCC(=O)N3CCN(C(=O)C4COc5ccccc5O4)CC3)c(Cl)cc12 (stereo not given)	-6	4	0	0	-1	10	8	-3	-5
CN1C(=O)CSc2ccc(NC(=O)NCc3cccnc3)cc21	10	-11	3	0	2	0	2	-6	-4
CC(Nc1nc(-c2ccc(F)cc2)cs1)c1nc2cc(Cl)c(Cl)cc2n1CCCO (stereo not given)	8	0	-5	-1	-7	1	-2	0	-8
Cc1ccc(S(=O)(=O)N/N=C/c2ccc(C(=O)O)cc2)cc1	4	7	-3	-3	-5	-4	-4	-2	9
NC(=O)Nc1cc(Cl)ccc1Cl	-6	8	-2	1	-2	7	-10	2	2
COc1ccc(CNC(=O)C2CCC(=O)N2C(C)C)c(OC)c1 (stereo not given)	4	0	1	-1	-3	-7	0	-2	3
O=C(NCc1ccco1)/C(=C/c1ccc(Cl)cc1)NC(=O)c1ccco1	1	0	1	3	-3	6	-4	3	3
CCc1ccccc1NC(=O)C1CCCN(S(=O)(=O)c2c(C)noc2C)C1 (stereo not given)	6	1	-1	-2	-4	-3	3	0	-1
COc1ccc(C(=O)N2CCN(C(C)=O)CC2)cc1S(=O)(=O)NCc1ccc(Cl)cc1	-1	0	6	1	5	-1	1	-3	4
O=C(/C=C/c1ccc2c(c1)OCO2)c1ccccn1	8	14	22	0	0	-1	0	-34	7
COC(=O)[C@H](CCSC)NC(=O)Nc1cccc(C)c1C	4	4	0	-2	0	-2	1	-2	6
CC(Sc1nn(-c2ccc(F)cc2)c(=S)s1)C(=O)c1c(N)n(C)c(=O)n(C)c1=O (stereo not given)	-4	1	30*	-6	-3	-9	7	-2	3
COc1ccc(CCn2c(O)c(C=Nc3cccc(F)c3)c(=O)[nH]c2=O)cc1OC	5	/	1	1	-3	1	/	-2	/
CC1CCN(C(=O)Cn2cc(C(F)(F)F)ccc2=O)c2ccccc2S1 (stereo not given)	/	10	5	/	/	/	4	-4	8
CC(=O)c1c(N2CCOCC2)[nH]c(-c2ccccc2)nc1=S	2	-5	-2	-2	-5	1	-7	0	1
COc1cc(OC)cc(C(=O)OCCNC(=O)Cn2cnc3c2c(=O)n(C)c(=O)n3C)c1	-1	/	3	-2	6	6	/	-1	/
CCC(CO)Nc1nc(CN2CCCCC2)nc2scc(-c3ccccc3)c12 (stereo not given)	5	-2	1	0	5	3	1	2	0

Reprinted from the part before: 3 entries; new compounds follow.
SMILES	GSTO1 counter	PAFAH1B3 FP inh	pPAFAH FP inh	LYPLA1 counter	PME-1 inh	LYPLA2 inh	PAFAH2 inh	PAD4 FP inh	PAFAH1B2 FP inh
CC(=O)c1c(N2CCOCC2)[nH]c(-c2ccccc2)nc1=S	2	-5	-2	-2	-5	1	-7	0	1
COc1cc(OC)cc(C(=O)OCCNC(=O)Cn2cnc3c2c(=O)n(C)c(=O)n3C)c1	-1	/	3	-2	6	6	/	-1	/
CCC(CO)Nc1nc(CN2CCCCC2)nc2scc(-c3ccccc3)c12 (stereo not given)	5	-2	1	0	5	3	1	2	0
O=C(Nc1ccccc1N1CCCC1)c1cc2ccccc2o1	2	5	6	7	0	14	4	-6	-3
Cc1ccc(Nc2ccc(C(F)(F)F)cc2[N+](=O)[O-])cc1	7	1	5	1	3	5	5	-2	4
CCN(C(=O)CN(C)Cc1c(F)cccc1Cl)c1c(N)n(Cc2ccccc2)c(=O)[nH]c1=O	-1	9	8	-1	5	0	-5	-6	6
COc1cccc(OCCCOc2ccccc2C(C)C)c1	7	2	0	1	0	6	9	0	0
CC1(C)CC(=O)c2cc(C(=O)NNc3ccccc3)c(=O)n(-c3ccccc3)c2C1	2	5	6	-1	-2	0	2	0	5
CCn1cc(S(=O)(=O)CC(=O)Nc2cc(C)ccc2C)c2ccccc21	-2	-2	-1	1	2	1	-3	0	1
O=C(NCCCN1CCOCC1)c1cc(Cl)ccc1[N+](=O)[O-]	-3	9	2	0	6	5	4	-4	4
Cc1c(C(=O)N(C)c2ccc(Cl)cc2)cnn1-c1ccccc1	-2	12	-4	0	3	-2	-4	0	8
COc1ccc(/C=C/C(=O)NC(=S)NNC(=O)[C@H]2C[C@@H]2c2ccccc2)cc1OC	-4	11	4	-1	-17	6	-3	1	4
O=C(NCc1ccc2c(c1)OCO2)C1CCCN(S(=O)(=O)c2cccc3nonc23)C1 (stereo not given)	-5	-3	4	-8	-25	-15	0	-3	4
O=C(N/N=C/c1cccnc1)c1cc(-c2ccccc2OCc2ccccc2)n[nH]1	-4	-6	6	3	0	-6	-20	-2	-2
Cc1ccc(C)n1CCN1CCN(S(=O)(=O)c2ccc(F)cc2F)CC1	0	1	5	4	2	3	2	-3	2
Cc1onc(-c2c(F)cccc2Cl)c1C(=O)N1CCc2ccccc2C1	0	4	3	1	5	-1	5	-2	0
CCc1ccc(CN2C(=O)c3ccccc3C2C(=O)NCC2CCCO2)cc1 (stereo not given)	5	5	7	4	2	11	0	2	6
CNC(=S)c1cc(C(C)(C)C)c(O)c(C(C)(C)C)c1	0	-1	-4	-7	3	-13	-5	-6	1
COc1ccc(C(CNC(=O)CN2C(=O)NC3(CCCC3)C2=O)N(C)C)cc1 (stereo not given)	-1	11	2	-1	0	-2	5	-9	-4
COc1ccc(-c2nc3ncccn3c2Nc2ccccc2)cc1	2	-7	2	-1	0	2	-1	1	2
Cc1c(NC2=CC(=O)CC(C)(C)C2)c(=O)n(-c2ccccc2)n1C	-2	8	-1	1	2	4	-3	-3	-2
COc1ccc(-c2coc3cc(O[C@@H]4O[C@H](CO)[C@@H](O)[C@H](O)[C@H]4O)c(OC)cc3c2=O)cc1	/	4	3	/	/	/	10	-2	-6
COc1ccccc1/C=N/n1c(N)c(S(=O)(=O)c2cccs2)c2nc3ccccc3nc21	-14	-21	-3	-7	-3	-15	-28	1	-14
O=C1c2ccccc2C(=O)N1CSc1nnc(Nc2ccccc2)s1	3	/	3	0	5	2	/	-6	/
CC1(C)CC(NC(=O)C2CCN(S(=O)(=O)c3ccccc3C(F)(F)F)CC2)CC(C)(C)N1	-5	6	3	-2	-10	0	1	-2	4
O=C(Nc1ccc(C(=O)O)cc1)/C(=C\c1ccco1)NC(=O)c1ccccc1	1	-12	5	4	2	2	-4	0	0
Cc1cc(C)n2nc(SCc3ccccc3C(=O)O)nc2n1	5	8	3	1	3	0	-2	-2	-1
CC1=NNC(=O)C1Cc1c(Cl)cccc1Cl (stereo not given)	1	4	2	-1	-2	-1	5	-2	0
O=C(O)CCCC(=O)Nc1ccccc1C(=O)N1CCOCC1	5	4	5	0	1	7	-5	3	3
CCC(C)(NC(=O)c1cccc(N2C(=O)CSC2c2ccccc2)c1)C(=O)Nc1ccccc1C (stereo not given)	6	3	5	-3	-3	4	12	-1	8
CCOC(=O)c1nc(NCc2ccccc2)c2ccccc2n1	4	10	5	1	-5	6	15	-4	6
CCOC(=O)CNC(=O)CSc1ncnc2c1cnn2-c1ccccc1	-19	4	0	1	1	5	2	2	-2
CCN1CCN(CCCNC(=O)c2ccc3c(=O)n(CCc4ccccc4)c(=O)[nH]c3c2)CC1	-3	-4	-2	0	-5	3	2	-2	16
CCc1ccccc1NC(=O)C1CC(c2ccc(F)cc2)=NO1 (stereo not given)	6	4	5	-1	6	5	-3	-2	-1
Cc1cccc(-n2nnnc2SCC(=O)c2cc(C)n(CC3CCCO3)c2C)c1 (stereo not given)	11	3	5	0	2	5	-1	-4	-2
Cc1ncc(CO)c(/C=N/NC(=O)c2cccc(S(=O)(=O)N3CCCC3)c2)c1O	0	12	21	-5	-6	3	4	-1	5
Cc1ccccc1/C=N/N=C1/NC(=O)CCS1	0	9	1	-3	-3	2	4	1	2
O=C(Nc1cccc(S(=O)(=O)Nc2ccccc2Cl)c1)c1ccc(N2CCCC2)c([N+](=O)[O-])c1	-19	-19	-9	-27	-18	-33	-49	-3	-10
N#C/C(=C\c1cn(CC(=O)N2CCCCC2)c2ccccc12)C(=O)NCc1ccc2c(c1)OCO2	-5	-2	1	0	-8	-8	-1	-1	-6
Cc1nn(C)c2c(=O)c(=O)c2n(C)[nH]1	-4	-1	-2	-4	-4	-2	8	-3	5
COC(=O)CN(c1nc(C)c(Br)c(OC)n1)S(=O)(=O)c1ccc(C)cc1	6	-1	-1	5	2	11	4	1	2
Cn1c(C(=O)Nc2ccc3c(c2)OCO3)cc2sccc21	9	-1	7	-1	2	0	5	-1	0
COc1cc(OC)cc(C(=O)Nc2ccccc2C(=O)NCc2cccnc2)c1	0	9	2	-3	1	-3	6	7	5
COc1ccc(C(=O)N2CC3(CC(c4cccc(NC(=O)CC(c5ccccc5)c5ccccc5)c4)=NO3)C[C@H]2C(N)=O)cc1 (stereo not given in full)	-14	-7	-9	-18	-27	-41	-39	3	-7
COc1ccccc1Nc1cc(N2CCOCC2)c2nonc2c1[N+](=O)[O-]	4	1	-1	-1	-2	0	-8	-1	-1
O=C(CO)C(O)C(O)C(O)CO (stereo not given)	2	1	-4	2	1	7	4	2	6
CCOc1cc(CNCCN(C)C)c(Cl)cc1OCC(=O)NCCc1ccccc1	-2	5	-4	1	3	-3	-13	-9	6
C[C@@H](C(=O)Nc1ccc2ccccc2c1)[C@@H]1C[C@@]1(C)[C@@H](NC(=O)c1ccccc1)c1ccccc1	-20	-12	-15	-20	-31	-36	-30	-1	-10
O=C(COc1ccc(Cl)cc1)Nc1cccc(-c2ccc(N3CCOCC3)nn2)c1	-6	3	5	-4	-16	2	1	3	4
COc1ccc(C(C(=O)NC(C)C)N(C(=O)CCC(=O)Nc2nccs2)c2ccccc2F)cc1 (stereo not given)	-2	6	5	1	4	1	-1	-2	0
CC(C)COC(=O)n1c(SCC(=O)N(C)C)nc2ccccc21	2	9	0	1	6	3	-2	0	4
Cc1cc(=O)oc2cc(OCC(=O)N3c4ccccc4CC3C)ccc12 (stereo not given)	5	9	5	-1	-1	7	2	-7	4
O=C(NCC1CCCCC1)c1ccco1	-2	6	-4	-1	3	2	2	5	2
Next section
SMILES	GSTO1 counter	PAFAH1B3 FP inh	pPAFAH FP inh	LYPLA1 counter	PME-1 inh	LYPLA2 inh	PAFAH2 inh	PAD4 FP inh	PAFAH1B2 FP inh
CCCCC1CCC(c2ccc(C(N)=O)cc2)CC1 (stereo not given)	5	7	5	0	0	2	1	3	-1
CN(C)c1nc(N2CCN(c3ccccc3)CC2)c(C#N)c(=O)o1	-4	3	1	5	3	11	1	-2	7
CCN(C(=O)COC(=O)c1cccnc1SC)c1c(N)n(Cc2ccccc2)c(=O)[nH]c1=O	/	-3	-1	2	-4	2	10	4	8
CC(C)(C)c1nnc(N/N=C/c2ccc(O)cc2)n(N)c1=O	-1	-5	1	1	-1	-4	5	2	-1
CCCCCc1ccc(-c2nnc(N)s2)cc1	2	9	10	-4	-1	-1	-6	0	9
O=C(O)CCc1ccc(-c2ccccc2)n1-c1cccc(O)c1	16	4	18	2	2	8	7	-13	13

This is a subset. The share of hits here may be higher or lower than overall.
